Rad51 HR inh: human RAD51 strand exchange inhibitors, primary screen, biochemical, fluorescence | hRad51 DNA strand exchange, fluorescence dequenching | inhibition, % at 10 µM | 200,000 tested, 0.085% active;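 active means inhibition above 40% at the single screening dose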;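 further: 0% = DMSO control wells and 100% = blanks with heterologous ssDNA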
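Test system: preformed human Rad51 ssDNA filaments. Compound dosing: single dose, 10 µM final compound. Incubation: filaments 15 min 37 °C, then compound 30 min. Technique: FRET fluorescence dequenching, excitation 485 nm, emission 520 nm. Read-out basis: percent inhibition from fluorescence, normalised to plate control and blank means. Benchmarks: plate controls and plate blanks.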
FXIa inh: human FXIa protease inhibitors, primary screen, biochemical, 1536-well | inhibition, % at 5 µM | 220,000 tested, 0.14% active | purified FXIa, Boc-Glu-Ala-Arg-AMC fluorogenic substrate | Coagulation factor XI (Homo sapiens), P03951;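 active means inhibition of at least 40%; inactive means inhibition below 40%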;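 further: fluorescence of freed AMC excited at 355 nm; 0% = enzyme without compound and 100% = no enzyme blank; many of its hits are not listed in these tables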
14-3-3 Bad inh: inhibitors of 14-3-3 zeta/Bad binding, primary screen, biochemical, TR-FRET, bovine 14-3-3 zeta | TR-FRET 14-3-3zeta/Dy647-pBad peptide displacement, 1 h | 14-3-3 protein zeta/delta (Bos taurus), P63103 | 220,000 tested, 0.71% active | inhibition, % at 21.7 µM;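 active means inhibition above about 70%, limit read from the data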;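 further: 0% = full 14-3-3 plus peptide FRET controls and 100% = background without 14-3-3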
Target sequence (P63103 whole entry, looked up): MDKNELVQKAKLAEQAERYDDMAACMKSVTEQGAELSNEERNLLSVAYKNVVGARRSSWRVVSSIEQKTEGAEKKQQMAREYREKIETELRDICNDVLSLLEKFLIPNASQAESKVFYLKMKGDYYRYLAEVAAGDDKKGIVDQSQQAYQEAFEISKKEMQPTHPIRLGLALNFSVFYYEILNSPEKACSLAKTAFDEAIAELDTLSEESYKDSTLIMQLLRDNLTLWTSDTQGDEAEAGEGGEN
MDM2 E3 inh: MDM2-luciferase reporter signal enhancers, primary screen, MDM2 E3 ligase inhibitor project, cell-based, luminescence, 1536-well; E3 ubiquitin-protein ligase Mdm2 (Homo sapiens), Q00987; cell-based MDM2 ubiquitination luciferase reporter, 2 h; 0 = plate control, 100 = twice control, blank-subtracted; signal enhancement, % at 5 µM; 210,000 tested, 0.11% active;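 active means signal enhancement of 30% or more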;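 further: luminescence tracks abundance of the self-degrading MDM2-luciferase fusion protein; higher signal means inhibition of MDM2 E3 ligase activity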
Target sequence (Q00987 whole entry, looked up, the tested form may be a part): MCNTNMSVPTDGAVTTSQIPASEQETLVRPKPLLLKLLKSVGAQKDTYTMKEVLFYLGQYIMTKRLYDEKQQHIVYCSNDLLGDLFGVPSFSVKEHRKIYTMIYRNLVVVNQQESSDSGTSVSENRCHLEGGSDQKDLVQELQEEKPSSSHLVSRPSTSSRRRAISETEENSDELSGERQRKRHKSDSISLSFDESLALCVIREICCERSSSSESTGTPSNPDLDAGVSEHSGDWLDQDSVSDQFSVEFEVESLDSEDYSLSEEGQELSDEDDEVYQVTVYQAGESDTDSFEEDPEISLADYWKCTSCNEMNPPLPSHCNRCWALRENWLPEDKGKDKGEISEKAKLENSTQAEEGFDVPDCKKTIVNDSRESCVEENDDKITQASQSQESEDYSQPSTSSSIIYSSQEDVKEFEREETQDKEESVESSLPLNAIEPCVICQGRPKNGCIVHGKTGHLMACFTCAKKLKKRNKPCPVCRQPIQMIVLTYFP
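Material: stable MDM2–luciferase fusion reporter cells / Quantity: 2000 cells/well / Dosing: single 5 µM compound dose, 0.2% final DMSO / Buffer or medium: DMEM / Schedule: 4 h cell settling then 2 h compound exposure, 37 °C / Detection: luminescence with SteadyLite reagent, 15 min at room temperature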
eIF4E 4G PPI: eIF4E–eIF4G protein interaction inhibitors, primary screen, biochemical, uHTS, TR-FRET, eIF4GI fragment; Eukaryotic translation initiation factor 4E (Mus musculus) + Eukaryotic translation …; TR-FRET eIF4E-eIF4GI(517-606) binding, 2 h; inhibition, % at 21.7 µM; 220,000 tested, 0.37% active; AID 782, 2007;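 active means inhibition above about 30%, limit read from the data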;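 further: 0% = full FRET control wells and 100% = background wells lacking eIF4GI fragment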
hK5 inh: human KLK5 protease inhibitors, primary screen, biochemical, 1536-well; Kallikrein-5 (Homo sapiens), Q9Y337; recombinant hK5, fluorogenic AMC substrate cleavage; inhibition, % at 5 µM; 210,000 tested, 0.59% active;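 active means inhibition of 40% or more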;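 further: 0% = enzyme controls without compound and 100% = no-enzyme blanks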
Target sequence (Q9Y337 67-293 limits assumed): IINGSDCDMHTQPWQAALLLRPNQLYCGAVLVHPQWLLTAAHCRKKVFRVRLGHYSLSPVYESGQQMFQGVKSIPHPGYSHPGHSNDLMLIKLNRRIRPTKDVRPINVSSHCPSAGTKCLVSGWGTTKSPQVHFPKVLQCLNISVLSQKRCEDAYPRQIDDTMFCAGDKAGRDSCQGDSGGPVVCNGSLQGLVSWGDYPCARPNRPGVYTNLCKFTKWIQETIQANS
Wee1 stabilizer: Wee1 degradation inhibitors, primary screen, cell-based, HeLa, Wee1K328M-luciferase, luminescence; Wee1-like protein kinase (Homo sapiens), P30291; 220,000 tested, 1.2% active; reporter increase, % at 5 µM; HeLa Luc-Wee1K328M stability; 100% = proteasome inhibitor MG132 effect; AID 1321, 2008;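 active means activation above the mean of all tested compounds plus 3 SD, set per screening run, cut at about 8.8% in these data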;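 further: cells exposed to compound for 20 h before luminescence read; 0% = DMSO alone and 100% = MG132 at 30 µM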
FXIIa inh: human FXIIa protease inhibitors, primary screen, biochemical, 1536-well. Coagulation factor XII (Homo sapiens), P00748. purified FXIIa, Boc-QGR-AMC fluorogenic substrate, 2 h. inhibition, % at 5 µM. 220,000 tested, 0.3% active. AID 800, 2007; in the data active means inhibition above about 40%;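 further: 0% = enzyme with no compound and 100% = blank without enzyme; many of its hits are not listed in these tables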
p97 inhibitor: inhibitors of human p97 ATPase, primary screen, biochemical; Transitional endoplasmic reticulum ATPase (Homo sapiens), P55072; recombinant p97 ATPase, Kinase-Glo ATP luminescence, 3 h; inhibition, % at 8 µM; 220,000 tested, 0.42% active; in the data active means inhibition above about 15%;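 further: 0% = DMSO vehicle and 100% = wells lacking enzyme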
Active calls of the source: *; x = not tested or not shown; & = joins results of further samples; [ ] = dose if it differs, or a comment.

entry	Compound	Rad51 HR inh	FXIa inh	14-3-3 Bad inh	MDM2 E3 inh	eIF4E 4G PPI
1	CCCNC(=O)Cn1nc([N+](=O)[O-])c([N+](=O)[O-])c1C	x	0	-19	-6	5[fluorescence artefact?]
2	CC(=O)NNC(=O)c1nc(-c2ccccc2)c(C)o1	7	0	-2	-6	1
3	COc1ccc(OCc2nnc(SC(C)C(=O)Nc3nccs3)n2-c2ccccc2)cc1 (stereo not drawn)	-5	10	0	-16	3[fluorescence artefact?]
4	Cc1ccc(-c2csc3ncnc(Nc4ccc(N5CCOCC5)cc4)c23)cc1	1	0	20	-15	-7
5	CCCc1nnc(NC(=O)C2CCCO2)s1 (stereo not drawn)	-24	18	-10	-9	1
6	Cc1ccc(/C=N/N=C2/NC(=O)C(CC(=O)N3CCOCC3)S2)cc1 (stereo not drawn)	6	-2	-6	-11	3
7	COc1cc(/C=N/NC(=O)C(N)=O)ccc1OCC(=O)N1C(C)CCCC1C (stereo not drawn)	x	1	5	-9	0
8	O=C(/C=C/c1ccc(Cl)c([N+](=O)[O-])c1)Nc1cccnc1	4	-7	5	5	-6

entry	hK5 inh	Wee1 stabilizer	FXIIa inh	p97 inhibitor
1	-5	2	9	3
2	-5	-1	9	-2
3	29	0	6	1
4	0	2	8	-11
5	-7	4	4	-2
6	13	6	10	3
7	x	-3	6	1
8	4	1	11	2

Carrying on:
entry	Compound	Rad51 HR inh	FXIa inh	14-3-3 Bad inh	MDM2 E3 inh	eIF4E 4G PPI
9	Cc1ccc(Nc2nc(N)nc(CSc3nccn3C)n2)cc1	10	4	-1	10	-5
10	CC1CN(CCOc2ccccc2[N+](=O)[O-])CC(C)O1 (stereo not drawn)	-33	7	-2	-15	1
11	N#CC1=C(N)N=C(SCc2cccc3ccccc23)C(C(N)=O)C12CCCCC2 (stereo not drawn)	9	3	-19	-5	0[fluorescence artefact?]
12	O=C(CCN1CCOCC1)N1CCc2c([nH]c3ccccc23)C1c1cccc(Cl)c1 (stereo not drawn)	17	6	-3	-8	0
13	O=C(CSCc1cccc(Br)c1)N=Nc1c(O)[nH]c2ccccc12	0	22	11	0	6[fluorescence artefact?]
14	COc1ccc(/C=C/C(=O)C2CC2)cc1Cn1nc(C)c([N+](=O)[O-])c1C	x	-5	-12	-11	1
15	Cc1ccc(Cn2ccc(NC(=O)c3nn(C)cc3[N+](=O)[O-])n2)cc1	3	3	-1	0	20[fluorescence artefact?]
16	Cn1c(CNC(=O)c2cccs2)nnc1SCC(=O)Nc1ccccc1	-8	2	9	-7	-3

entry	hK5 inh	Wee1 stabilizer	FXIIa inh	p97 inhibitor
9	-6	2	11	4
10	-7	-3	9	-2
11	-12	-1	-5	0
12	5	-3	10	-4
13	4	1	20	0
14	x	-2	10	2
15	-7	-1	7	0
16	-9	-1	11	5

More entries:
entry	Compound	Rad51 HR inh	FXIa inh	14-3-3 Bad inh	MDM2 E3 inh	eIF4E 4G PPI
17	Cc1cccc(CCNC(=O)CCc2nnc(CCc3ccccc3)o2)n1	-17	4	-8	-16	0
18	CSc1nc(Cc2ccc(Cl)cc2)nc2ccccc12	-33	4	-14	-3	7[fluorescence artefact?]
19	Clc1c(CSc2nc3ccccc3o2)nc2sccn12	-6	1	-8[fluorescence artefact?]	-16	-2[fluorescence artefact?]
20	CC(=O)Nc1sc2c(c1C#N)CCCCC2	11	4	4	-17	1
21	NC(=O)CCC(NC(=S)Nc1ccccc1)C(=O)O (stereo not drawn)	-2	2	-13	-6	-5
22	Cc1nc(NC(=O)COc2ccccc2)sc1C(=O)Nc1cccc(Cl)c1	6	14	-1	21	-1[fluorescence artefact?]
23	COc1ccccc1/C=C/C(=O)OCCCN(C)C	0	0	-6	7	-1
24	COc1cccc(C(=O)NC(=S)Nc2nnn(C)n2)c1	x	0	-8[fluorescence artefact?]	-8	-2

entry	hK5 inh	Wee1 stabilizer	FXIIa inh	p97 inhibitor
17	0	0	7	7
18	7	-1	4	-1
19	-12	1	-6	1
20	6	0	4	-2
21	-2	0	5	-1
22	7	-2	19	3
23	0	-2	9	2
24	-19	-1	-1	1

New compounds follow
entry	Compound	Rad51 HR inh	FXIa inh	14-3-3 Bad inh	MDM2 E3 inh	eIF4E 4G PPI
25	COc1ccc(Cc2cnc(N)s2)cc1	-5	1	-7	0	-3
26	COc1cc(/C=N/NC(N)=O)cc(Br)c1OCc1ccc(C)cc1	1	-5	4	-16	-7
27	COc1ccccc1Nc1nc(C)cs1	-4&2	3&1	-10&15	-10&-5	-2&4
28	COC(=O)[C@@H](NC(=O)N1CCC(C)CC1)C(C)C	24	7	-3	-10	-2
29	O=C(Cn1c(Cc2ccccc2)nc2ccccc21)NCc1ccc2c(c1)OCO2	0	-4	4	-10	0
30	O=C(COc1ccc(Cl)cc1)NCCN1CCCCC1	7	-9	-1	-15	4
31	CC1CN(c2nc3c(c(=O)n(C)c(=O)n3C)n2Cc2c(F)cccc2Cl)CC(C)O1 (stereo not drawn)	5	-5	8	-6	4
32	COc1cc(OC)cc(C(=O)Nc2ccc([N+](=O)[O-])cn2)c1	2	7	13	6	-4

entry	hK5 inh	Wee1 stabilizer	FXIIa inh	p97 inhibitor
25	8	-2	12	0
26	0	1	2	4
27	-10&5	-4&2	13&15	7&3
28	4	1	1	6
29	9	0	8	3
30	-15	0	-4	-1
31	-10	3	3	-3
32	3	1	10	1

2 entries from above, reformatted:
cpd	SMILES	Rad51 HR inh	FXIa inh	14-3-3 Bad inh	MDM2 E3 inh	eIF4E 4G PPI	hK5 inh	Wee1 stabilizer	FXIIa inh	p97 inhibitor
29	O=C(Cn1c(Cc2ccccc2)nc2ccccc21)NCc1ccc2c(c1)OCO2	0	-4	4	-10	0	9	0	8	3
30	O=C(COc1ccc(Cl)cc1)NCCN1CCCCC1	7	-9	-1	-15	4	-15	0	-4	-1

Further records follow:
entry	Compound	Rad51 HR inh	FXIa inh	14-3-3 Bad inh	MDM2 E3 inh	eIF4E 4G PPI
33	COc1ccccc1-c1nc(NC(C)=O)n[nH]1	0	3	-4	-17	1
34	Cc1ccc(-c2cc(C(=O)Nc3nccs3)c3ccccc3n2)c(C)c1	0	9	-2	-10	-6
35	CCN(CC)S(=O)(=O)c1cccc(-c2n[nH]c(=S)n2Cc2ccccc2)c1	x	-4	-14	-5	-2
36	Cc1ccc(OCC(=O)Nc2ccc(S(=O)(=O)Nc3ccccn3)cc2)c(C)c1	1	7	4[fluorescence artefact?]	4	5
37	Cc1nn(CCc2n[nH]c(=S)n2C)c(C)c1Br	-10	-3	-9	-10	-3
38	O=C(COC(=O)c1ccc(O)cc1)Nc1cccc(S(=O)(=O)NC2=NCCCCC2)c1	x	-4	-7	-8	-5
39	O=C(CSc1ccc([N+](=O)[O-])cn1)Nc1ccc(N2CCOCC2)cc1	-1	-1	-16	-5	2
40	Cc1cccc2sc(NC(=O)c3ccc(Cl)s3)nc12	8	4	1	-2	2

entry	hK5 inh	Wee1 stabilizer	FXIIa inh	p97 inhibitor
33	13	-2	9	-5
34	0	-3	6	0
35	-5	3	2	1
36	-1	4	6	6
37	-8	-1	3	4
38	-4	-2	0	9
39	4	-2	6	5
40	-29	1	10	-6

Next part:
entry	Compound	Rad51 HR inh	FXIa inh	14-3-3 Bad inh	MDM2 E3 inh	eIF4E 4G PPI
41	Cc1cc(C)c(C(=O)Cn2cnc3cc([N+](=O)[O-])ccc3c2=O)cc1C	-10	-3	-4	-2	-4
42	COc1cc(OC)c(NC(=O)c2cccc(F)c2)cc1Cl	1	3	-1	2	3
43	COc1ccc(NC(=O)N2CCCC(c3nc(-c4ccc(OC)cc4)no3)C2)cc1 (stereo not drawn)	-1	2	-6	-10	-4
44	Cc1ccc(CNC(=O)CNC(=S)N(Cc2ccccc2)Cc2ccccc2F)cc1	5	1	-1	-2	3
45	Cc1ccc(C(=O)NC2CCCCCC2)o1	6	-5	-1	-6	4
46	CCc1ccc(NC(=O)N(CCCN2CCOCC2)C(C)c2cc3cccc(OC)c3o2)cc1 (stereo not drawn)	-1	6	2	-9	15
47	O=C(CSc1nnc(-c2ccco2)o1)NC(=O)Cc1ccccc1	6	0	2	-11	1
48	C=CCn1c(COc2ccccc2F)nnc1SCC(=O)Nc1cc2oc3ccccc3c2cc1OC	-4	-7	3	-13	4

entry	hK5 inh	Wee1 stabilizer	FXIIa inh	p97 inhibitor
41	1	1	5	3
42	26	2	2	1
43	6	-1	10	-1
44	5	3	10	-6
45	6	-1	-13	1
46	10	-4	11	-9
47	-4	-2	1	-1
48	-2	1	4	-2

By substructure, the entries above containing a Cl atom (nine)
entry	Compound	Rad51 HR inh	FXIa inh	14-3-3 Bad inh	MDM2 E3 inh	eIF4E 4G PPI
8	O=C(/C=C/c1ccc(Cl)c([N+](=O)[O-])c1)Nc1cccnc1	4	-7	5	5	-6
12	O=C(CCN1CCOCC1)N1CCc2c([nH]c3ccccc23)C1c1cccc(Cl)c1 (stereo not drawn)	17	6	-3	-8	0
18	CSc1nc(Cc2ccc(Cl)cc2)nc2ccccc12	-33	4	-14	-3	7[fluorescence artefact?]
19	Clc1c(CSc2nc3ccccc3o2)nc2sccn12	-6	1	-8[fluorescence artefact?]	-16	-2[fluorescence artefact?]
22	Cc1nc(NC(=O)COc2ccccc2)sc1C(=O)Nc1cccc(Cl)c1	6	14	-1	21	-1[fluorescence artefact?]
30	O=C(COc1ccc(Cl)cc1)NCCN1CCCCC1	7	-9	-1	-15	4
31	CC1CN(c2nc3c(c(=O)n(C)c(=O)n3C)n2Cc2c(F)cccc2Cl)CC(C)O1 (stereo not drawn)	5	-5	8	-6	4
40	Cc1cccc2sc(NC(=O)c3ccc(Cl)s3)nc12	8	4	1	-2	2
42	COc1cc(OC)c(NC(=O)c2cccc(F)c2)cc1Cl	1	3	-1	2	3

entry	hK5 inh	Wee1 stabilizer	FXIIa inh	p97 inhibitor
8	4	1	11	2
12	5	-3	10	-4
18	7	-1	4	-1
19	-12	1	-6	1
22	7	-2	19	3
30	-15	0	-4	-1
31	-10	3	3	-3
40	-29	1	10	-6
42	26	2	2	1
